phage Ecoli inh – E. coli growth loss with phage present | growth absorbance | inhibition, % at 11.9 µM | 0.26% of 360,000 active | AID 651602; in the data active = inhibition above about 11%
DSG3 Ab inh – blocks pemphigus antibody binding to human desmoglein-3 | P32926 | DSG3-coupled beads, scFv-anti-DSG3-GFP binding, flow cytometry; hits give low values | binding (percent of control), % at 10 µM | 0.48% of 310,000 active | AID 588358;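 active = binding more than 3 SD below its plate's average and above zero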;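 note: hits lower antibody fragment binding to DSG3; some compounds called inactive have numbers as strong as hits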
Target sequence (P32926 whole entry, looked up, the tested form may be a part): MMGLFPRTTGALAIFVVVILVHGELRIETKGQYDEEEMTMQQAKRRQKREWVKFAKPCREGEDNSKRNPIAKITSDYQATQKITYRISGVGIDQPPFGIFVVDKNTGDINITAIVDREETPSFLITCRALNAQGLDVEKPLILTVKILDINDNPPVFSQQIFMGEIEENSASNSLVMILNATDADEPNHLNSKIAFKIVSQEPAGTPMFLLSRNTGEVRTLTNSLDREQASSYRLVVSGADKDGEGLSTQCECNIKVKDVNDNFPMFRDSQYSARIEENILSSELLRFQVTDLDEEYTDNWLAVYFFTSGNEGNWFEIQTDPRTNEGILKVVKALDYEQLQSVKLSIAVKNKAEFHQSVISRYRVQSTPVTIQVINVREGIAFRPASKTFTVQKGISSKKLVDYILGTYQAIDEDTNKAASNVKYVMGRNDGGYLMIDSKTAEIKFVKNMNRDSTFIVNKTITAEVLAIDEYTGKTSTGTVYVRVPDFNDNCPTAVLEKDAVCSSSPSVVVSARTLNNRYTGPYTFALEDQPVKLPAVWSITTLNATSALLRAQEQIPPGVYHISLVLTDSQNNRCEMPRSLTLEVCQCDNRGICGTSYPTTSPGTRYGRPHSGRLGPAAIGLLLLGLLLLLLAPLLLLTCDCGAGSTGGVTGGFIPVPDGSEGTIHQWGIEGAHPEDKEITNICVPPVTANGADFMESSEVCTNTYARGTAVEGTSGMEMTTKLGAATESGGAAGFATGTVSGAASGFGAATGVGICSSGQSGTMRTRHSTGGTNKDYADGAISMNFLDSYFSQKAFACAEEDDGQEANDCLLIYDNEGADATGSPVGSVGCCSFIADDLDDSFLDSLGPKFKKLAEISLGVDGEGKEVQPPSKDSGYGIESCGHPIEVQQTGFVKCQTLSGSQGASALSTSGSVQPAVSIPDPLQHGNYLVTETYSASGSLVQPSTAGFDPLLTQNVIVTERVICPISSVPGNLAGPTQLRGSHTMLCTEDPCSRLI
PKA-R1A activ – activates the PKA-R1A holoenzyme complex; P00514+P68181; PKA-R1A dissociation, Cy5-IP20 fluorescence polarization; scaled: DMSO 0%, 113 µM cGMP 100%; activation, % at 11.4 µM; 0.083% of 340,000 active;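 active = percent activation above the mean of all tested compounds plus 3 SD, cut at about 19% in these data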;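 note: higher means more PKAc released from R1A so a rise in polarization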
The depositor's hits bear a star. Some of the compounds tested; rates above refer to the full screens.

No.	DSG3 Ab inh	PKA-R1A activ	phage Ecoli inh	structure
1	107	-12	3.1	C[C@H]1CN([C@@H](C)CO)C(=O)CCCn2cc(nn2)CO[C@@H]1CN(C)S(=O)(=O)c1ccc2c(c1)OCCCO2
2	95	-2	2.4	Nc1nnnn1/N=C/c1ccccc1Cl
3	101	-16	1.5	CC1=C(C(=O)N2CCOCC2)CC(CC(=O)NCc2cccc3ccccc23)C(=O)N1CCC1=CCCCC1 (stereo unspecified)
4	100	-12	2.2	COc1cc(NC(=O)CCn2c(=S)[nH]c3ccccc3c2=O)cc(OC)c1OC
5	102	5	0.1	CCOc1ccc2ccccc2c1CNCCCN1CCOCC1
6	106	-4	1.0	C[C@H]1CN([C@@H](C)CO)C(=O)CCCn2cc(nn2)CO[C@@H]1CN(C)C(=O)C1CCCCC1
7	103	7	4.1	CCOC(=O)/C(=C(/C)N)C1CC(=O)NC1=O (stereo unspecified)
8	95	4	1.5	CC1(C)CN(c2ccccc2)C(=O)[C@H]1CC(=O)Nc1ccccc1
9	101	-6	2.3	C[C@@H]1CN([C@@H](C)CO)C(=O)c2cc(Br)cnc2O[C@H]1CN(C)Cc1ccc(-c2ccccc2)cc1
10	103	-1	-0.4	COCC(=O)N(C)C[C@H]1Oc2cc(C#Cc3cccnc3)ccc2S(=O)(=O)N([C@H](C)CO)C[C@H]1C
11	97	-4	3.5	COc1ccc(C(C)C)cc1S(=O)(=O)Nc1cccnc1
12	112	7	0.6	COc1ccc(NC(=O)C[C@@H]2C(=O)N(c3ccc(OC)cc3)CC2(C)C)cc1
13	100	0	4.2	ON=C(c1ccccc1)c1ccc2c3c(cccc13)CC2
14	102	5	1.6	Cc1ccc(S(=O)(=O)N2C[C@H]3n4c(=O)ccc(=O)n4C[C@H](OC(=O)NCc4ccccc4F)[C@@]3(O)C2)cc1
15	105	-8	0.3	C[C@H](NC(=O)c1ncn2c1C(=O)NC[C@@H]2C)C(=O)OC(C)(C)C
16	101	-1	1.3	COc1ccc(S(=O)(=O)N(C)C[C@H]2OCc3cnnn3CCCC(=O)N([C@H](C)CO)C[C@@H]2C)cc1
17	105	-1	-0.1	Cc1ncc([N+](=O)[O-])n1CC(=O)Nc1ccccc1Cl
18	97	-1	3.0	Cc1[nH]nc2c(=S)[nH]c(=O)[nH]c12
19	100	0	3.9	Cc1ccc(S(=O)(=O)N2CCC(=O)c3ccccc32)cc1
20	106	-5	1.7	O=C(Cn1ccnc1[N+](=O)[O-])N(CCO)CCO
21	113	-17	0.7	CCCCCCn1c(=O)n2n(c1=O)[C@@H]1CN(S(=O)(=O)c3ccc(C)cc3)C[C@]1(O)[C@@H](OC(=O)NCC1CCCCC1)C2
22	98	1	-0.1	Cc1noc(C)c1S(=O)(=O)N(C)C[C@H]1OCc2cn(nn2)CCCC(=O)N([C@H](C)CO)C[C@@H]1C
23	97	-1	2.3	COc1cccc(N2CCN(C(=O)c3ccc(Cl)c(S(=O)(=O)N4CCCCCC4)c3)CC2)c1
24	96	1	2.2	Cc1ccccc1Nc1nn2c(=O)c3ccc(C(=O)N4CCCC(C)C4)cc3nc2s1 (stereo unspecified)
25	108	11	0.9	CCN(CCCNc1cc2c(c(N)c1S(=O)(=O)O)C(=O)c1ccccc1C2=O)c1ccccc1
26	96	3	1.0	O=c1c(=O)n(CCO)n(CCO)c(=O)n1CCO
27	103	3	1.9	O=C(CNC(=O)N1CC(=O)Nc2ccccc21)NCCCc1ccccc1
28	104	3	3.3	N#Cc1ccc(CN(Nc2ccccc2)c2ccccc2)cc1
29	99	-10	0.9	C=C(C)c1cccc(C(C)(C)NC(=O)N2CCN(C(=O)OCC)CC2)c1
30	104	4	1.9	C[C@H]1CN([C@@H](C)CO)C(=O)CCCn2nncc2CO[C@H]1CN(C)C(=O)Nc1ccc2c(c1)OCO2
31	113	1	2.5	O=C(OCC(=O)c1c[nH]c2ccccc12)c1ccc(OC(F)F)cc1
32	97	0	2.6	C[C@@H]1CCCCO[C@@H](CN(C)S(=O)(=O)c2cn(C)cn2)[C@@H](C)CN([C@H](C)CO)C(=O)c2cc(NC(=O)Nc3ccc(C(F)(F)F)cc3)ccc2O1
33	102	10	16*	COC(=O)Cn1ccnc1[N+](=O)[O-]
34	103	12	3.8	C[C@H](CO)N1C[C@H](C)[C@@H](CN(C)Cc2ccc(Cl)c(Cl)c2)OCCCC[C@H](C)Oc2ccc(NC(=O)CCC(F)(F)F)cc2C1=O
35	103	-9	0.2	CCOc1ccc(OCCC(=O)Nc2ccc(N3CCOCC3)cc2N2CCOCC2)cc1
36	102	-14	-0.2	Cc1ccc(NC(=O)c2sc3ncn(CC(=O)N4CCN(c5ccccn5)CC4)c(=O)c3c2C)cc1
37	101	1	-1.9	CCn1cc(/C=C(\NC(=O)c2ccc(OC)cc2)C(=O)NCCCn2ccnc2)c2ccccc21
38	98	0	2.1	COc1ccc(OC)c(-c2cc(C(=O)O)c3cc4ccccc4cc3n2)c1
39	105	5	1.1	CC1CCC(NC(=O)CN2CCN(S(=O)(=O)c3ccc(Br)s3)CC2)CC1 (stereo unspecified)
40	98	2	3.8	COc1ccc(S(=O)(=O)N2CCOCC2)cc1NC(=O)c1c(C)noc1C
41	102	13	-0.9	COC(=O)C(c1ccccc1)C(CC(=O)c1ccccc1)c1ccccc1 (stereo unspecified)
42	105	3	0.4	Cc1ccc(OCC(=O)Nc2ccc(S(=O)(=O)NC3=NCCCCC3)cc2)cc1
43	100	5	2.6	O=C(O)c1ccc(CNC(=O)C2CCN(S(=O)(=O)c3cccs3)CC2)cc1
44	108	14	-0.6	CCN(CC)CCNc1ccc(CO)c2oc3ccccc3c(=O)c12
45	102	3	1.5	C[C@@H]1CN([C@H](C)CO)C(=O)c2c(c3ccccc3n2C)-c2ccccc2CO[C@H]1CN(C)Cc1ccccc1
46	107	7	1.8	CCn1c(O)c(N=NC(=O)CNC(=O)c2cccnc2)c2ccccc21
47	103	5	0.9	COc1ccc(/C(O)=C2/C(=O)C(=O)N(CCCN3CCOCC3)C2c2ccc(Cl)cc2)cc1 (stereo unspecified)
48	110	-9	2.6	COc1ccccc1-n1c(SCC(=O)Nc2ccc(Cl)cc2)nc(O)c(Cc2ccccc2)c1=O
49	111	-5	-0.2	COc1cccc(-c2n[nH]nc2C2=CC(=O)CC(C)(C)C2)c1
50	83*	0	-1.1	CC(C)NC(=O)C1CCN(Cc2cccc(OCc3ccccc3)c2)CC1
51	98	6	-2.3	Cc1ccc(-c2ccc(C3=CC(=O)CC(C)(C)C3=O)cc2)cc1
52	102	1	-2.0	COc1cc(C)c2sc3ccccc3c(=O)c2c1NCCN(C)C
53	103	2	1.2	CCc1nnc(NC(=O)c2cccc(S(=O)(=O)N3CCN(C)CC3)c2)s1
54	101	-6	2.4	COc1ccc(S(=O)(=O)N2CCN(CC(=O)NC(C)c3cccs3)CC2)cc1 (stereo unspecified)
55	110	-4	2.8	Clc1ccc2nc(-c3ccccc3)c(Cc3ccccc3)n2c1
56	97	1	-1.6	CSC[C@H]1CN(c2ccccc2)C(=O)[C@@H]1CC(=O)Nc1ccccc1
57	101	12	5.1	O=C1CSC(=S)N1N=Cc1c[nH]c2ccc(Br)cc12
58	98	-8	-1.4	C=CCn1c(SCC(=O)N2CCC(C)CC2)nc2c([nH]c3ccccc32)c1=O
59	110	8	2.7	CC(=O)c1ccc(Cc2ccc(C(C)=O)s2)s1
60	102	0	2.8	COc1cc(C(=O)N(C(C)C)C2CCCCC2)cc(OC)c1OC

In the list so far, these contain a halogen:
No.	DSG3 Ab inh	PKA-R1A activ	phage Ecoli inh	structure
2	95	-2	2.4	Nc1nnnn1/N=C/c1ccccc1Cl
9	101	-6	2.3	C[C@@H]1CN([C@@H](C)CO)C(=O)c2cc(Br)cnc2O[C@H]1CN(C)Cc1ccc(-c2ccccc2)cc1
14	102	5	1.6	Cc1ccc(S(=O)(=O)N2C[C@H]3n4c(=O)ccc(=O)n4C[C@H](OC(=O)NCc4ccccc4F)[C@@]3(O)C2)cc1
17	105	-1	-0.1	Cc1ncc([N+](=O)[O-])n1CC(=O)Nc1ccccc1Cl
23	97	-1	2.3	COc1cccc(N2CCN(C(=O)c3ccc(Cl)c(S(=O)(=O)N4CCCCCC4)c3)CC2)c1
31	113	1	2.5	O=C(OCC(=O)c1c[nH]c2ccccc12)c1ccc(OC(F)F)cc1
32	97	0	2.6	C[C@@H]1CCCCO[C@@H](CN(C)S(=O)(=O)c2cn(C)cn2)[C@@H](C)CN([C@H](C)CO)C(=O)c2cc(NC(=O)Nc3ccc(C(F)(F)F)cc3)ccc2O1
34	103	12	3.8	C[C@H](CO)N1C[C@H](C)[C@@H](CN(C)Cc2ccc(Cl)c(Cl)c2)OCCCC[C@H](C)Oc2ccc(NC(=O)CCC(F)(F)F)cc2C1=O
39	105	5	1.1	CC1CCC(NC(=O)CN2CCN(S(=O)(=O)c3ccc(Br)s3)CC2)CC1 (stereo unspecified)
47	103	5	0.9	COc1ccc(/C(O)=C2/C(=O)C(=O)N(CCCN3CCOCC3)C2c2ccc(Cl)cc2)cc1 (stereo unspecified)
48	110	-9	2.6	COc1ccccc1-n1c(SCC(=O)Nc2ccc(Cl)cc2)nc(O)c(Cc2ccccc2)c1=O
55	110	-4	2.8	Clc1ccc2nc(-c3ccccc3)c(Cc3ccccc3)n2c1
57	101	12	5.1	O=C1CSC(=S)N1N=Cc1c[nH]c2ccc(Br)cc12

The list goes on:
No.	DSG3 Ab inh	PKA-R1A activ	phage Ecoli inh	structure
61	101	3	1.2	COC(=O)C1(C)CCCC2(C)C1CCC13OCC(CC21)C(O)(C(C)C)C3O (stereo unspecified)
62	100	0	3.2	C[C@@H]1CN([C@@H](C)CO)S(=O)(=O)c2ccc(C#Cc3cccc(F)c3)cc2O[C@@H]1CN(C)CC1CC1
63	109	-11	3.0	O=C1[C@H]2[C@@H](c3ccccc3)N[C@]3(CCCN(Cc4ccc(Br)cc4)C3=O)[C@H]2C(=O)N1Cc1ccccc1
64	104	1	3.4	CC(NC(=O)C(=O)c1cn(CC(=O)N2CCCC2)c2ccccc12)c1ccccc1 (stereo unspecified)
65	104	-4	-1.2	C[C@@H]1CN([C@H](C)CO)C(=O)c2c(c3ccccc3n2C)-c2ccccc2CO[C@@H]1CN(C)C(=O)Nc1ccc2c(c1)OCO2
66	99	12	-1.6	CCOc1cc(N2CCOCC2)c(OCC)cc1NC(=O)c1ccccc1N1CCCC1=O
67	107	5	5.6	O=C(O)c1cccc2c1C(=O)c1cc([N+](=O)[O-])cc([N+](=O)[O-])c1-2
68	106	-11	1.2	CCCCCCNC(=O)O[C@H]1Cn2c(=O)n(CCCCCC)c(=O)n2[C@@H]2CN(S(=O)(=O)c3ccc(C)cc3)C[C@]12O
69	108	-3	-0.1	CC1=C(C(=O)N(C)C)CC(CC(=O)NCC2CCCCC2)C(=O)N1CCC1=CCCCC1 (stereo unspecified)
70	104	-7	1.2	COc1ccc(-c2n[nH]nc2C2=CC(=O)CC(C)(C)C2)cc1
71	91	6	2.9	O=C(CCc1ccc(O)cc1)NN=Cc1ccc2c(c1)OCO2
72	101	2	2.8	Cc1ccccc1NC(=O)CSc1nccn1Cc1ccco1
73	96	-3	8.3	Cc1cc(C)cc(OCC(=O)NNC(=O)CC(C)c2ccccc2)c1 (stereo unspecified)
74	97	-2	1.7	Cc1cccc(C(C)C)c1NC(=O)COC(=O)CCC(=O)N(CC(C)C)c1c(N)n(CC(C)C)c(=O)[nH]c1=O
75	103	-4	3.5	Cc1ccc(S(=O)(=O)NCc2ccccc2)cc1C(=O)N1CCN(S(=O)(=O)c2ccccc2F)CC1
76	97	10	3.4	COc1cc(/C=C/C(=O)O)cc(S(=O)(=O)Nc2cc(S(=O)(=O)N3CCCCC3)ccc2Cl)c1OC
77	104	-6	-0.6	C[C@@H]1CN([C@@H](C)CO)C(=O)CCCn2nncc2CO[C@@H]1CN(C)S(=O)(=O)c1ccc(C#N)cc1
78	92	3	1.8	CCN(CC(=O)Nc1cccc(OC)c1)C(=O)C1CC(=O)N(Cc2ccccc2Cl)C1 (stereo unspecified)
79	108	-3	4.6	Cc1nn(C)c(C)c1/C=C(\C#N)S(=O)(=O)c1ccc(F)cc1
80	103	-1	-0.8	CCN(Cc1ccccc1)C(=O)c1cccs1
81	104	-2	-0.4	C[C@@H]1CN([C@H](C)CO)C(=O)c2c(c3ccccc3n2C)-c2ccccc2CO[C@@H]1CN(C)S(=O)(=O)c1cccs1
82	93	-12	2.6	COc1ccc(CCN2CC(C(=O)NCc3ccon3)CCC2=O)cc1 (stereo unspecified)
83	98	6	4.1	COC(=O)C(Cc1c[nH]c2ccccc12)NC(=O)CCNC(=O)c1ccco1 (stereo unspecified)
84	101	-6	0.6	O=C(OCc1cn([C@@H]2CN(CC3CCCCC3)[C@@H](c3ccc(Cl)cc3)C[C@H]2O)nn1)c1ccccc1
85	99	8	3.5	CCC(=NNS(=O)(=O)c1ccc(C)cc1)c1ccccc1
86	99	-11	-0.6	C[C@H]1CN([C@@H](C)CO)C(=O)CCCn2cc(nn2)CO[C@@H]1CN(C)C(=O)c1ccncc1
87	113	12	2.7	O=C1NC(=O)C2(N1)C(=O)c1cccc3cccc2c13 (stereo unspecified)
88	103	5	-0.9	C[C@@H]1CN([C@H](C)CO)C(=O)c2cc(Br)cnc2O[C@@H]1CN(C)C(=O)CC1CC1
89	93	4	1.9	COC(=O)c1ccc(NC(=O)CN2CCC(NC(=O)c3ccccc3F)CC2)cc1
90	109	13	4.6	COC(=O)C1(C(=O)OC)C2C(=O)C3C(C21)C3(C(=O)OC(C)(C)C)C(=O)OC(C)(C)C (stereo unspecified)
91	101	11	1.3	O=C1CCC(C(=O)N(CCO)Cc2ccccc2)CN1CCc1cccc(F)c1 (stereo unspecified)
92	103	-12	4.0	CCOC(=O)c1c(C)[nH]c(C(=O)OC(C)C(=O)NC2(C#N)CCCCC2)c1C (stereo unspecified)
93	101	-7	4.5	S=c1[nH]nc(NC2CCCCC2)s1
